C-LANA FP: inhibitors of KSHV C-LANA binding to DNA, primary screen, biochemical, fluorescence polarization, FAM-LBS DNA, MBP-C-LANA, single point | Kaposi's sarcoma herpesvirus LANA C-terminal domain (residues 932-1162) DNA binding | inhibition, % at 9 µM | 340,000 compounds, 0.078% hits;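 active means highest replicate inhibition at or above 60% at 9 µM, even if other replicates fall short; inactive means all replicates below 60% inhibition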;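 further: 0% = neutral control wells and 100% = 4 µM acridine orange control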
Keap1-Nrf2 PPI: Keap1-Nrf2 protein-protein interaction inhibitors, primary screen, biochemical, fluorescence polarization, single point; Keap1 Kelch-Nrf2 peptide fluorescence polarization, 1536-well; 340,000 compounds, 0.15% hits; Kelch-like ECH-associated protein 1 (Homo sapiens), Q14145; inhibition, % at 9.4 µM; AID 504523, 2011; in the data active means inhibition above about 12%;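 further: human Keap1 Kelch domain with fluorescein labeled Nrf2 9mer peptide probe; 0% = neutral control wells and 100% = peptide positive control; higher means more block of Keap1 binding to Nrf2 peptide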
Arrestin-AP2 inh: inhibitors of beta-arrestin/AP2 binding, primary screen, biochemical, GPCR trafficking, flow cytometry; inhibition, % at 10 µM; FITC-arrestin peptide / GST-AP2 beads; AP2 beta2 appendage carries R879A mutation; 340,000 compounds, 0.31% hits; beta-arrestin 1 C-terminal peptide binding to AP2 beta2-adaptin appendage (human);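 active means inhibition above a set limit, near 3 SD of compounds lacking own fluorescence, cut at about 54% in these data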;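 further: plate controls were DMSO wells for no effect and 5 µM unlabelled arrestin peptide for full effect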
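Test system: GST-tagged AP2 beta2-adaptin appendage (R879A) on 4 µm glutathione beads; also added: fluorescein-tagged arrestin peptide at 50 nM final; timing: 12 min plus 1 h, RT; signal: flow cytometry, FL1 (488/535 nm); read-out: percent drop in bead-associated FITC signal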
SR-BI uptake up: activators of SR-BI mediated DiI-HDL uptake, primary screen, ldlA[mSR-BI] CHO cells, DiI fluorescence | 3 h; 100 = double the neutral-control signal | activation, % at 12.5 µM | 320,000 compounds, 0.096% hits | AID 504775, 2011;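 active means mean replicate activation of at least 60% and every replicate at or above 60%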;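 further: 0% = median plate neutral-control signal and 100% = twice that signal; values of inactives mirror those of a sister screen read the other way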
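System: LDL receptor-deficient CHO ldlA cells overexpressing murine SR-BI | Timing: 3 h uptake period with compound, 37 °C | Medium: HEPES-buffered (25 mM, pH 7.4) F12 plus 0.5% BSA | Dosing: Single-point compound dose | Signal: Bottom-read fluorescence, 550/595 nm | Read-out: Retained DiI signal reflecting DiI-HDL uptake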
DAGLB inh: DAGLB lipase inhibitors, primary screen, biochemical, fluorescence, HTS. Diacylglycerol lipase-beta (Homo sapiens), Q8NCG7. HEK293T DAGLB membrane lysate, EnzChek fluorogenic substrate. inhibition, % at 5.17 µM. 340,000 compounds, 0.059% hits. AID 504411, 2011; in the data active means inhibition above about 34%;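 further: 0% = enzyme with vehicle and 100% = wells lacking enzyme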
NSD2 inh: NSD2 histone methyltransferase inhibitors, primary screen, biochemical, AlphaScreen, single concentration, set 2; Histone-lysine N-methyltransferase NSD2 (Homo sapiens), O96028; NSD2 peptide methylation, 120 min; inhibition, % at 12.5 µM; 310,000 compounds, 0.54% hits; AID 743445, 2014; in the data active means inhibition above about 50%
RTF Ca sens inh: cardiac RTF calcium sensitivity inhibitors, primary screen, biochemical, IANBD-TnC fluorescence, EC70 calcium | inhibition, % at 7.15 µM | 340,000 compounds, 0.12% hits | AID 493244, 2011 | Troponin I, cardiac muscle (Homo sapiens) + Troponin T, cardiac muscle (Homo sapiens) + … | IANBD-labeled cardiac RTF, Ca2+ fluorescence;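 active means inhibition above the mean inhibition of all tested compounds plus 3 SD, cut at about 17% in these data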;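 further: assay run at fixed EC70 calcium of 1.6 mM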
PKA-R2B act: activators of PKA-R2B holoenzyme, primary screen, biochemical, fluorescence polarization, Cy5-IP20, human. activation, % at 11.4 µM. PKA-R2B holoenzyme dissociation; R2B truncated from residue 108, S112A mutant; 0% DMSO only, 100% 113 µM cGMP. cAMP-dependent protein kinase catalytic subunit beta (Homo sapiens) + cAMP-dependent …. 340,000 compounds, 0.079% hits;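 active means activation above a cutoff set at the mean over all compounds plus 3 SD, cut at about 18% in these data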;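 further: higher means more holoenzyme dissociation and a rise in polarization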
Target sequence (P31323 whole entry, looked up, other chains not shown, the tested form may be a part): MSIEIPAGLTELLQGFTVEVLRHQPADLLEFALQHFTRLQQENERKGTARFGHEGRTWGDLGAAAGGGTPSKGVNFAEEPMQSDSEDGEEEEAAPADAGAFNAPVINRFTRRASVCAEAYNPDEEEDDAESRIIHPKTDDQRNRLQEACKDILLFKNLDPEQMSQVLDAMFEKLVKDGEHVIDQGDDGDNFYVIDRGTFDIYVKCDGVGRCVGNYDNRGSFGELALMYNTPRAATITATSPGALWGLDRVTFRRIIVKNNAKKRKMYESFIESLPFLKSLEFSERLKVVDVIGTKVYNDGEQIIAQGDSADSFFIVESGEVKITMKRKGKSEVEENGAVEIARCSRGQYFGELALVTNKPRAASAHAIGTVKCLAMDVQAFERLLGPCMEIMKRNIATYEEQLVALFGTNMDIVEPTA
SR-BI HDL uptake: inhibitors of SR-BI mediated HDL lipid uptake, primary screen, ldlA[mSR-BI] cells, fluorescence, single point; inhibition, % at 12.5 µM; ldlA[mSR-BI] CHO cells, DiI-HDL uptake fluorescence, 3 h; 320,000 compounds, 0.96% hits;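 active means mean replicate inhibition of at least 70% and a set share of replicates each scoring 70 or more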;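 further: 0% = median of neutral control wells and 100% = median of positive control wells; values of inactives mirror those of a sister screen read the other way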
Target sequence (Q61009 whole entry, looked up): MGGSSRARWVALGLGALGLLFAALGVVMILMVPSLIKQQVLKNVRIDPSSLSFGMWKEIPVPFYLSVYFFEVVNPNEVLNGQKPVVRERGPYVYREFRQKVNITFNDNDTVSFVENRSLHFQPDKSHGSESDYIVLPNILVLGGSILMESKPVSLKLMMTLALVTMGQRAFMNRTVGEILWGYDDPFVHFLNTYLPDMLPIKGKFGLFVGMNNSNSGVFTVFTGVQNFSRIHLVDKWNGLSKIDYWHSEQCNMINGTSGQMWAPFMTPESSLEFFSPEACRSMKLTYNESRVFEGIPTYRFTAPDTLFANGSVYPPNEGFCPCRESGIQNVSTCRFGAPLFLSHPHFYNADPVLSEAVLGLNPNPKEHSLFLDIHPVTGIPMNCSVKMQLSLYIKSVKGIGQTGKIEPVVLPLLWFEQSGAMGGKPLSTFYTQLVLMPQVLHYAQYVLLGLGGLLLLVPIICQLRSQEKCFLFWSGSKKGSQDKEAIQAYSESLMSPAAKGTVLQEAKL
PvdQ acylase: P. aeruginosa PvdQ acylase inhibitors, primary screen, biochemical, fluorescence, plate reader and imaging, single point. AID 488965, 2010. purified PvdQ acylase. 340,000 compounds, 0.063% hits. inhibition, % at 10 µM. PvdQ acylase [Pseudomonas aeruginosa LESB58]; in the data active means inhibition above about 30%, passing the limit was not always enough;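 further: 0% = vehicle neutral wells and 100% = reference inhibitor wells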
The depositor's hits bear a star; · = not tested or not shown.

| molecule | SR-BI HDL uptake | PvdQ acylase | C-LANA FP | Arrestin-AP2 inh | RTF Ca sens inh | PKA-R2B act | SR-BI uptake up | NSD2 inh | Keap1-Nrf2 PPI | DAGLB inh |
| --- | --- | --- | --- | --- | --- | --- | --- | --- | --- | --- |
| C=CCn1c(NCc2cc(C)ccc2O)nc2ccccc21 | 10 | -7 | 2.1 | -7 | -1 | 3 | -10 | · | 1 | 0 |
| CCN(C(=O)N1CCOCC1)c1ccccc1 | -11 | -14 | -0.5 | 6 | -3 | 2 | 11 | 5 | -4 | 2 |
| Nc1cc(CN2C(=O)c3ccccc3C2=O)cc(Cl)c1O | 1 | -14 | -0.7 | 7 | -3 | 0 | -1 | · | -2 | 1 |
| COc1cccc(N2CC(C(=O)Nc3c(C)cccc3C)CC2=O)c1 (centres undefined) | 16 | -6 | 0.8 | 3 | 6 | -5 | -16 | -3 | -4 | 1 |
| Cc1cc(S(=O)(=O)Nc2ccc(C(=O)NCc3cccnc3)cc2)ccc1F | -14 | -1 | 0.4 | 7 | -7 | -11 | 14 | -4 | -2 | 0 |
| COc1ccccc1CNC(=O)Cn1ccc2cc(S(=O)(=O)N3CCCC3)ccc21 | 14 | -19 | -1.1 | -8 | -4 | 2 | -14 | 2 | -1 | -1 |
| CC(C)(C)c1ccc(-c2nnc(SCC(=O)O)n2N)cc1 | -7 | -4 | -1.1 | -6 | -2 | -14 | 7 | -2 | 0 | -1 |
| Cc1noc(C)c1C(=O)NC(C)c1ccc(Cl)cc1Cl (centres undefined) | -22 | -10 | 0.4 | -4 | -14 | -3 | 22 | 1 | -6 | 3 |
| CC12CCC(C1)C(C)(C)C2OC(=O)c1ccccc1C(=O)O (centres undefined) | · | -7 | 1.1 | 7 | -21 | -2 | · | -8 | -4 | 0 |
| CCOC(=O)/C(C#N)=C/c1ccc(OC(=O)c2ccco2)c(OCC)c1 | -2 | 4 | -0.5 | 8 | 8 | -3 | 2 | -1 | 2 | 2 |
| COC(=O)CCC(=O)OC1(C)C(=O)C=C2C=C(C3CC3)N(CCCCO)C=C2C1=O (centres undefined) | -37 | 1 | -0.4 | 2 | 0 | 7 | 37 | · | -3 | 1 |
| Cc1cccc(NC(=O)c2ccc(OC3CSC3)cc2)c1 | · | -14 | -0.1 | 8 | -18 | -1 | · | 1 | 0 | -3 |
| N#CCCN(C(=O)CN1c2cccc3cccc(c23)S1(=O)=O)c1ccccc1 | -10 | -1 | -1.3 | 35 | 8 | 1 | 10 | -2 | 1 | -1 |
| Cc1nc2nc(-c3ccc(Cl)cc3)cn2nc1C | -4 | -13 | 3.5 | 6 | -2 | -8 | 4 | -1 | -2 | 2 |
| CC(C)(O)CC[C@@H](O)[C@](C)(O)C1CC[C@@]2(O)C3=CC(=O)[C@@H]4C[C@@H](O)[C@@H](O)C[C@]4(C)C3CC[C@]12C (some centres undefined) | -25 | -3 | 0.0 | 1 | -10 | 5 | 25 | · | 1 | 1 |
| COCc1ccc(CN2CCCC(CCC(=O)NCc3cccc(OC)c3)C2)o1 (centres undefined) | -11 | -3 | 0.0 | 26 | -7 | -2 | 11 | -3 | -1 | -3 |
| O=C1/C(=C/c2ccccc2O)SC(=S)N1Cc1cccnc1 | 0 | -17 | -0.5 | -12 | -11 | -14 | 0 | 0 | -8 | -1 |
| CC1(C)CC2(CC(C)(C(=O)CSc3nc4ccccc4s3)OC2=O)C(=O)O1 (centres undefined) | 3 | 1 | -0.8 | 5 | -7 | -10 | -3 | -1 | -3 | -2 |
| COC(=O)c1[nH]nc(-c2ccccc2)c1-c1ccccc1 | · | 0 | 0.0 | 38 | -8 | -1 | · | 0 | -5 | -1 |
| Cc1cc(SCn2nnc3ccccc3c2=O)nc2ccccc12 | 20 | 23 | 1.2 | 8 | 3 | -7 | -20 | -1 | -8 | -9 |
| C(=N\N1CCN(c2ccccn2)CC1)/c1cccc2ccccc12 | 11 | -4 | 0.8 | 11 | -9 | -10 | -11 | 5 | -1 | -4 |
| CCOC(=O)Nc1nc(C)c(C(=O)c2ccc(Cl)cc2)s1 | -11 | 7 | -1.7 | -5 | -2 | -8 | 11 | -2 | -11 | 2 |
| COc1ccc(NC(=O)N2CCNC(=O)C2CC(=O)Nc2ccc(F)cc2)cc1 (centres undefined) | -17 | 2 | -0.5 | 17 | 4 | 2 | 17 | 0 | -1 | 1 |
| CCCC1C2C(=O)N(c3ccccc3OCC)C(=O)C2ON1c1ccccc1 (centres undefined) | 25 | -9 | -0.7 | 2 | 6 | -4 | -25 | 7 | -4 | -1 |
| COc1cccc(/C=C/C(=O)c2ccc3c(c2)OCCO3)c1OC | 17 | 17 | 0.3 | 14 | 0 | -4 | -17 | 5 | 2 | -4 |
| O=C(CN1C(=O)S/C(=C\c2ccccc2Cl)C1=O)NCCCn1ccnc1 | 2 | 11 | 1.8 | 24 | 1 | 12 | -2 | 3 | -1 | 0 |
| Cc1cc(NC(=O)c2ccc(S(=O)(=O)N(C)C)cc2)n(-c2ccccn2)n1 | 10 | -14 | -0.6 | -9 | -6 | -3 | -10 | 9 | -4 | 1 |
| CN(C)CCCNC(=O)CC(c1ccc(F)cc1)c1ccco1 (centres undefined) | -20 | -6 | 0.1 | -1 | 2 | -18 | 20 | 0 | 2 | -1 |
| CCOc1ccsc1C(=O)OC | -13 | -15 | 1.3 | -2 | -2 | -4 | 13 | 0 | -3 | 2 |
| COc1ccc(Cl)cc1NC(=O)N1CCN(c2ccccc2OC)CC1 | 44 | -14 | -2.0 | -8 | 4 | 0 | -44 | -2 | -1 | 0 |

2 compounds from above, showing only Arrestin-AP2 inh and SR-BI uptake up.
SMILES	Arrestin-AP2 inh	SR-BI uptake up
Cc1noc(C)c1C(=O)NC(C)c1ccc(Cl)cc1Cl (centres undefined)	-4	22
CCOC(=O)Nc1nc(C)c(C(=O)c2ccc(Cl)cc2)s1	-5	11

More compounds follow:
| molecule | SR-BI HDL uptake | PvdQ acylase | C-LANA FP | Arrestin-AP2 inh | RTF Ca sens inh | PKA-R2B act | SR-BI uptake up | NSD2 inh | Keap1-Nrf2 PPI | DAGLB inh |
| --- | --- | --- | --- | --- | --- | --- | --- | --- | --- | --- |
| N/C(Cc1cccc2ccccc12)=N\OC(=O)c1cccs1 | -1 | -7 | 1.1 | 5 | 2 | 2 | 1 | 2 | 4 | -3 |
| CCOc1ccc2nc(N(CCCN(C)C)C(=O)c3ccc(S(=O)(=O)N4CCCC4)cc3)sc2c1 | -5 | 7 | -0.4 | -1 | -6 | -7 | · | -1 | 0 | 0 |
| CSc1ccccc1OCc1cc(C(=O)N2CCc3c(Cl)cccc3C2)no1 | 15 | 10 | 0.9 | -2 | -3 | 1 | -15 | -5 | -4 | -3 |
| Cc1ccc(-c2c(C(=O)NC(C)C)oc(=O)c3ccccc23)cc1 | 21 | -13 | 0.2 | 2 | -14 | 6 | -21 | -3 | -7 | -1 |
| Cc1cc(C(=O)NCc2ccco2)c2ccccc2n1 | -15 | 6 | -1.3 | 8 | -5 | -3 | 15 | 1 | 1 | 5 |
| CCN1C(N(C)CCc2c[nH]c3ccccc23)=N[C@@H](c2cccc(C(F)(F)F)c2)C(C(=O)OC)=C1C | -7 | -28 | 0.8 | -14 | -17 | -4 | 7 | · | -1 | 3 |
| CCOc1ccc(NC(=O)c2cc3c(C)nc4ccccc4c3o2)cc1 | 99* | 2 | -0.2 | 20 | -2 | 3 | -99 | · | -5 | -2 |
| CCn1c(COc2cccc3cccnc23)nnc1SCC(=O)O | -18 | -8 | -0.4 | 9 | -5 | 15 | 18 | · | 2 | -2 |
| Cn1c(C(=O)NCCN2CCc3ccccc3C2)cc2c(=O)[nH]c3ccccc3c21 | 2 | -3 | -1.3 | 16 | -18 | -3 | -2 | 5 | 3 | 1 |
| Cc1ccc(/C=C/c2nc3ccccc3[nH]2)o1 | 22 | 9 | 9.8 | 16 | -6 | -8 | -22 | 18 | -4 | 0 |
| CCN=C1SC(CC(=O)NCCc2ccc(OC)c(OC)c2)C(=O)N1CC (centres undefined) | 27 | -15 | -0.7 | 4 | -10 | -8 | -27 | 1 | -3 | 0 |
| Cc1cc(Nc2ccc(Cl)cc2)nc(N)n1 | 0 | -14 | 0.4 | 3 | -4 | -2 | 0 | -1 | 0 | 0 |

Entries shown so far that contain an aryl methoxy group:
| molecule | SR-BI HDL uptake | PvdQ acylase | C-LANA FP | Arrestin-AP2 inh | RTF Ca sens inh | PKA-R2B act | SR-BI uptake up | NSD2 inh | Keap1-Nrf2 PPI | DAGLB inh |
| --- | --- | --- | --- | --- | --- | --- | --- | --- | --- | --- |
| COc1cccc(N2CC(C(=O)Nc3c(C)cccc3C)CC2=O)c1 (centres undefined) | 16 | -6 | 0.8 | 3 | 6 | -5 | -16 | -3 | -4 | 1 |
| COc1ccccc1CNC(=O)Cn1ccc2cc(S(=O)(=O)N3CCCC3)ccc21 | 14 | -19 | -1.1 | -8 | -4 | 2 | -14 | 2 | -1 | -1 |
| COCc1ccc(CN2CCCC(CCC(=O)NCc3cccc(OC)c3)C2)o1 (centres undefined) | -11 | -3 | 0.0 | 26 | -7 | -2 | 11 | -3 | -1 | -3 |
| COc1ccc(NC(=O)N2CCNC(=O)C2CC(=O)Nc2ccc(F)cc2)cc1 (centres undefined) | -17 | 2 | -0.5 | 17 | 4 | 2 | 17 | 0 | -1 | 1 |
| COc1cccc(/C=C/C(=O)c2ccc3c(c2)OCCO3)c1OC | 17 | 17 | 0.3 | 14 | 0 | -4 | -17 | 5 | 2 | -4 |
| COc1ccc(Cl)cc1NC(=O)N1CCN(c2ccccc2OC)CC1 | 44 | -14 | -2.0 | -8 | 4 | 0 | -44 | -2 | -1 | 0 |
| CCN=C1SC(CC(=O)NCCc2ccc(OC)c(OC)c2)C(=O)N1CC (centres undefined) | 27 | -15 | -0.7 | 4 | -10 | -8 | -27 | 1 | -3 | 0 |

Rows are unselected; any-hit rate near 2.1%.
